ATXN2 expr inh – ATXN2 expression inhibition; HEK-293 ATXN2-luciferase reporter, luminescence, 24 h; Potency, µM (top dose mostly 57 µM), for inactives: at the highest dose activity change, negative = inhibition, actives largely listed as inhibitors; hit rate 0.72% among 360,000; further: potency means the concentration at half of the fitted maximal effect; on the % scale 0 is the no-effect control and ±100 the full control effect; nearly all actives have a fitted effect of over 55% in size
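ATXN2-luciferase reporter cells (luciferase flanked by upstream and downstream ATXN2 gene portions) were treated 24 h at 37 °C with compounds at up to 57 uM. SteadyGlo luminescence gave expression; GF-AFC fluorescence gave viability.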
HT1080NT lethal – kills 2HG-producing HT-1080-NT fibrosarcoma cells | HT-1080-NT fibrosarcoma viability, CellTiter-Glo ATP luminescence, 48 h | Potency, µM (series often up to 46.1 µM), inactives show at the highest dose activity, negative = less viability, hits mostly cytotoxic | hit rate 1.6% among 360,000;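 further: NT is the 2HG producing partner of a matched IDH1 knockdown line; potency means the concentration at half of the fitted maximal effect; 0% = DMSO-treated cells and -100% = media-only wells without cells; nearly all actives have a fitted effect of over 55% in size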
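HT-1080-NT fibrosarcoma cells (2HG-overproducing), 750 cells/well in RPMI with 5% FBS, dosed after 2 h and incubated 48 h at 37C. CellTiter-Glo luminescence normalized to DMSO and no-cell wells; concentration-response curves fitted and classed.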
S2 tox – viability counter-screen for ATXN expression inhibitors | S2 cells (HEK-293 line with an ATXN2-luciferase reporter) viability, CellTiter-Fluor protease fluorescence, 24 h | Potency, µM (highest dose often 56.7 µM), hits mostly cytotoxic | hit rate 0.49% among 400,000 | AID 651635; further: potency means the concentration at half of the fitted maximal effect; nearly all actives have a fitted effect of over 40% in size
MCF10A rerep – DNA re-replication induction in MCF 10a cells; MCF 10A DNA re-replication, Hoechst nuclear intensity, 48 h; hit rate 2.9% among 350,000; Potency, µM (series often up to 46.1 µM), for inactives: top-dose activity, positive = re-replication, usual class: activators; further: potency means the concentration at half of the fitted maximal effect; % of control where 0% means no effect; nearly all actives have a fitted effect of over 50% in size
SW480 rerep – inducers of DNA re-replication in SW480 colon cancer cells. hit rate 1.8% among 340,000. SW480 DNA re-replication, Hoechst DNA content imaging, 48 h. Potency, µM (titrated, usually from 46.1 µM), for the others: at the top dose re-replication activation, hits mostly activators; further: potency means the concentration at half of the fitted maximal effect; % of control where 0% means no effect; nearly all actives have a fitted effect of over 55% in size
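Hoechst fluorescence of nuclei (405 nm excitation, 500-530 nm emission) measured by plate-scanning imager after 48 hr compound exposure at 37 C; re-replication scored as increased number of nuclei with elevated intensity.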
KB-3-1 cytotox – KB-3-1 parental cell cytotoxicity. Potency, µM (doses to about 46.1 µM), for the others: at the highest dose activity change, negative = cytotoxic, usual class: cytotoxic. KB-3-1 viability, CellTiter-Glo ATP luminescence, 72 h. hit rate 1.4% among 400,000; further: potency means the concentration at half of the fitted maximal effect; on the % scale 0 is the no-effect control and ±100 the full control effect; nearly all actives have a fitted effect of over 60% in size
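Cytotoxicity measured as CellTiter-Glo luminescence after 72 h at 37 C. Compound titrations were pinned onto drug-naive KB-3-1 parental adenocarcinoma cells grown in DMEM with 10% FBS, and normalized data fitted to concentration-response curves.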
KB-V1 MDR tox – kills drug-selected multidrug resistant KB-V1 cells; KB-V1 MDR cells viability, CellTiter-Glo, 72 h; Potency, µM (highest dose often 46.1 µM), without a hit: at the highest dose activity change, negative = cytotoxicity, usual class: cytotoxic; hit rate 3.4% among 400,000; further: potency means the concentration at half of the fitted maximal effect; on the % scale 0 is the no-effect control and ±100 the full control effect; nearly all actives have a fitted effect of over 60% in size
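Cytotoxicity via CellTiter-Glo luminescence after 72 h compound exposure at 37 degrees C. Cells: drug-selected KB-V1 line, DMEM phenol-red free plus 10% FBS. Compounds tested at multiple concentrations; normalized data fitted to concentration-effect curves.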
HT1080 IDH1KD tx – kills HT-1080 cells with IDH1 knockdown. AID 686971. HT-1080 IDH1 knockdown viability, ATP luminescence, 48 h. Potency, µM (doses to about 46.1 µM), without a hit: top-dose activity, negative = toxicity, actives largely listed as cytotoxic. hit rate 2% among 360,000;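 further: potency means the concentration at half of the fitted maximal effect; 0% = DMSO wells and -100% = cell-free medium wells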
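Knockdown cells (IDH1KD HT-1080) received compounds 2 h after plating at 750 cells/well and were kept 48 h at 37 °C in 5% FBS RPMI. A CellTiter-Glo luminescence read gave % activity for curve fitting.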
IL1B secr inh – blocks inflammasome-driven IL-1 beta release; hit rate 4.7% among 360,000; THP-1 LPS/ATP IL-1B secretion, AlphaLISA, 16 h; active compounds read low; AID 743279; activity change, % at 57.5 µM; in the data active means activity change below about -50%; inconclusive means mostly about -30% to -49%; further: on the % scale 0 is the no-effect control and ±100 the full control effect
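Secreted IL-1B measured by AlphaLISA bead assay after 16 h compound exposure of THP-1 cells; compounds (final up to 57.5 uM) added 1 h before LPS (250 ng/mL) and ATP (1.25 mM) stimulation; lower signal means less secretion.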
Starred values were filed as active, the others as inactive; i = inactive; ? = inconclusive; . = no result given; & = joins results of further samples; [ ] = another dose, or the depositor's remark. Unless noted, the call rests on the fitted dose curve; in most records, active means well fitted curve in the direction sought with a large enough effect; inconclusive means small, poorly fitted or top-dose-only effect, or another doubt; inactive means no such curve, though single readings can be large; an effect the other way counts as inactive or inconclusive.

The opening 2 compounds (preview)
SMILES	ATXN2 expr inh	HT1080NT lethal	S2 tox	MCF10A rerep	SW480 rerep	KB-3-1 cytotox	KB-V1 MDR tox	HT1080 IDH1KD tx	IL1B secr inh
CCCn1nc(C(=O)Nc2ccc(N3CCOCC3)cc2)c2ccccc2c1=O	0.5%	5.3%	i	1.4%	4.8%	13.1%	-9.4%	-3.6%	-9.2
N#Cc1c(C(F)(F)F)cc(-c2cccs2)nc1SCc1ccc(Cl)nc1	-7.4%	6.1%	i	?	14.6%	3.6%	5.5%	12.0%	21.1

The whole of this part, from the start:
SMILES	ATXN2 expr inh	HT1080NT lethal	S2 tox	MCF10A rerep	SW480 rerep	KB-3-1 cytotox	KB-V1 MDR tox	HT1080 IDH1KD tx	IL1B secr inh
CCCn1nc(C(=O)Nc2ccc(N3CCOCC3)cc2)c2ccccc2c1=O	0.5%	5.3%	i	1.4%	4.8%	13.1%	-9.4%	-3.6%	-9.2
N#Cc1c(C(F)(F)F)cc(-c2cccs2)nc1SCc1ccc(Cl)nc1	-7.4%	6.1%	i	?	14.6%	3.6%	5.5%	12.0%	21.1
Cc1cccc(C)c1-n1nnnc1C1c2ccccc2C(=O)N1CCCN1CCOCC1 (centres undefined)	12.7%	16.6%	i	.	.	17.9%	?	24.3%	8.7
CC(OC(=O)c1ccc(NC(=O)CC#N)cc1)C(=O)Nc1nc(-c2ccccc2)cs1 (centres undefined)	4.5%	0.0%	i	41.4%	-46.5%	-25.7%	-21.8%	-9.3%	-16.6
O=C(Nc1ccccc1OC(=O)c1ccc(Cl)cc1)c1ccc(Cl)cc1	7.3%	-24.7%	?	?	-2.7%	-14.4%	?	1.1%	13.5
Cc1ccc(C(=O)CN(C(=O)c2ccc(Cl)c(Cl)c2)N2C(=O)C3C4C=CC(C4)C3C2=O)cc1 (centres undefined)	5.7%	2.6%	i	?	-1.2%	4.9%	-27.6%	5.2%	-1.3
COc1cccc(/C=C/C(=O)OCC(=O)Nc2ccc(N3CCOCC3)cc2)c1OC	-5.3%	0.1%	i	-3.9%	-7.0%	9.3%	-5.3%	15.4%	26.9
CCOc1ccc2nc(N3C(=O)/C(=C/c4ccc(Cl)cc4)NC3=S)sc2c1	-1.5%	11.0%	.	-1.5%	0.6%	?	?	-1.8%	2.2
COc1ccccc1-c1sc2cc3c(cc2c1-c1ccc2c(c1)OCO2)OCO3	27.9%	-1.3%	i	8.0%	?	-14.5%	-17.3%	-1.2%	3.7
CCOCCCN(C(=O)CCC(=O)Nc1cc(C)on1)C(C(=O)NC(C)(C)C)c1ccccc1Cl (centres undefined)	-9.7%	9.8%	i	-0.8%	-3.1%	1.0%	?	0.1%	-5.6
Clc1ccc(Nc2nnc(Cc3ccncc3)c3ccccc23)cc1	?	.	i	-0.1%	8.2%	.	.	.	.
CCn1c(-c2csc(C(C)C)c2)n[nH]c1=S	9.7%	-0.3%	i	-5.3%	-1.9%	-17.8%	20.6µM*	2.9%	21.0
COC(=O)C1=CN(Cc2ccc(C)cc2)C=C(C(=O)OC)C1c1cc(OC)c(OC)c(OC)c1	-20.6%	-1.8%	i	?	?	-27.4%	-28.8%	-12.5%	-10.7
Cc1cccc(C(C)C)c1NC(=O)COC(=O)COc1ccc2c(C)cc(=O)oc2c1	-1.2%	7.2%	i	4.3%	-8.4%	1.6%	25.0%	-0.3%	0.3
COc1ccc(CCNc2ncnc3c2cnn3-c2ccc(C)c(Cl)c2)cc1	21.8%	.	i	.	.	16.7%	?	.	.
CC[C@@]12C(=O)N(c3cccc(C)c3)C(=O)N1[C@H](c1ccc(Br)cc1)[C@@H]1C(=O)N(C(C)(C)C)C(=O)[C@@H]12	-2.0%	-4.2%	i	15.9%	28.7%	0.0%	?	-0.6%	?
CC1(C)Cc2c(cnn2-c2cccc(F)c2)C(NC(=O)CCc2cnccn2)C1 (centres undefined)	.	1.8%	i	-1.0%	-15.2%	1.7%	3.6%	4.2%	23.1
COc1ccc(C(CC(=O)N2CCN(c3ccccc3)CC2)c2c(O)cc(OC)cc2OC)cc1 (centres undefined)	4.5%	4.6%	i	?	-0.2%	-6.5%	-13.2%	0.3%	-7.5
CCc1nc2ccc(C(=O)N(C)CCN(C)C)cn2c1N(CC)CCOC	7.8%	15.1%	i	.	.	3.5%	-5.1%	18.9%	-19.3
COc1ccc(-c2cc(C(F)(F)F)n3nc(C(=O)Nc4cccc(C(F)(F)F)c4)c(Br)c3n2)cc1	6.2%	.	i	.	.	8.0%	?	.	.
Cc1noc(C)c1COc1ccccc1C(=O)NCc1ccccc1Cl	8.1%	8.6%	i	4.6%	-24.1%	-2.3%	0.0%	2.6%	23.2
Cn1c(=O)[nH]c(=O)c2c1nc(N1CCCC1)n2CCCSc1nc2ccccc2o1	71.1%[activator]	-24.2%	?	12.4%	-5.6%	-5.4%	-18.2%	-4.5%	11.6
CCCC(=O)Nc1ccc(C(=O)COC(=O)C2CC2C)cc1 (centres undefined)	.	5.0%	.	8.9%	1.0%	1.5%	?	3.8%	0.4
NC(=O)CSc1nnc(-c2ccccc2)c(-c2ccccc2)n1	12.6%	8.4%	i	5.8%	4.2%	-8.7%	8.7%	2.1%	0.0
COc1cccc(CN(C)CCCn2cnc(C(=O)Nc3ccc(C)c(C)c3)n2)c1	-2.8%	-3.9%	i	2.2%	-0.5%[9.22 µM]	3.3%	-5.7%	-2.2%	-21.6
COc1ccc(-c2nn(Cc3ccccc3)cc2C(=O)N2CCN(c3ncccn3)CC2)cc1OC	-5.8%	-3.8%[9.24 µM]	?	1.1%	-9.4%	2.1%	?	2.2%	-12.5
COCCn1c(SCC(=O)c2ccc(F)cc2)nc2cc(C(=O)NC3CCCC3)ccc2c1=O	2.8%	.	i	.	.	-5.6%	-15.7%	.	.
COCCSc1nnc(-c2cnccn2)o1	1.9%	17.5%	?	0.0%	-10.1%	7.4%	25.8%	10.6%	8.0
OC(c1cccc(Cl)c1)c1nc(/C=C/c2ccc(C(F)(F)F)cc2)cs1 (centres undefined)	?	?	?	.	.	0.0%	6.4%	?	-0.1
CCCCn1c(N)c(N(CC(C)C)C(=O)c2cccc(S(=O)(=O)N3CCCCC3)c2)c(=O)[nH]c1=O	-0.5%	1.7%	i	6.0%	-127.7%[inhibitor]	12.0%	25.7%	7.7%	-10.0
NC(=O)CN1C(=O)C(=O)N(Cc2ccccc2)C1=O	.	-2.1%	i	-2.0%	-10.3%	0.8%	-0.7%	-7.2%	14.2
CC(=O)C1CCC2C3CCC4=CC(=O)C=CC4(C)C3C(=O)CC12C (centres undefined)	1.8%	11.0%	i	4.2%	11.1%	-0.8%	-4.3%	12.6%	-10.3
Cc1ccccc1C(=O)NCC(c1ccco1)N1CCc2ccccc2C1 (centres undefined)	-12.9%	0.8%	?	1.5%	-1.3%	1.2%	?	-0.3%	-2.9
CC(=O)Nc1cccc(/C(C)=N/NC(=S)NC(C)C)c1	17.7%	?	i	10.6%	0.3%	?	?	-11.0%	-27.3
Cc1cccc(CSCc2ccc(C(=O)NCCc3ccccc3)o2)c1	-16.0%	.	i	.	.	8.8%	-3.1%	.	.
COc1ccc(N2CCN(C(=O)CN(C)S(=O)(=O)c3cccs3)CC2)cc1	5.0%&-9.1%	2.3%	i	-0.7%	-11.7%	-7.4%&3.0%	?	1.5%	11.0
CCC1(c2ccccc2)NC(=O)N(CC(=O)Nc2ccc(N3CCOCC3)cc2)C1=O (centres undefined)	2.6%	-1.3%	i	4.8%	6.6%	-13.1%	-1.9%	0.6%	-9.9
COc1ccccc1/C=C1\SC(=O)N(CCC(=O)N(C)C2CCS(=O)(=O)C2)C1=O (centres undefined)	7.9%	2.3%	i	-0.4%	-1.5%	-3.3%	18.5%	3.4%	-15.1
CN(C)/C=C1\C(=O)N(c2ccc([N+](=O)[O-])cc2)N=C1c1ccccc1	60.5%[activator]	?	i	2.6%	-3.0%	-11.5%	-9.7%	?	-4.2
CN(C)C(=O)c1ccc(S(=O)(=O)NCc2ccccc2Cl)s1	-11.3%	.	i	.	.	-9.6%	0.0%	.	.
C=C(C)CNC(=S)N/N=C(\C)c1ccc(Cl)s1	27.9%	4.2%	i	?	?	-14.1%	?	7.0%	18.1
COc1ccc2c(c1)c(C)cc[n+]2Cc1ccccc1	-24.6%	14.6µM*	i	0.0%	-11.6%	8.2µM*	4.1%	23.1µM*	-26.2
CC(C)C(=O)NC(=S)Nc1ccc(S(=O)(=O)NC(C)(C)C)cc1	-0.7%	-2.8%	i	?	-4.2%	-2.0%	7.2%	-0.5%	-8.0
O=C(CN(c1ccccn1)S(=O)(=O)c1ccccc1)N/N=C/c1cccc([N+](=O)[O-])c1	-4.3%	10.9%	i	-5.3%	-12.3%	2.3%	-2.7%	7.9%	10.3
O=C1c2ccccc2C(Nc2ccc3c(c2)OCCO3)N1Cc1ccco1 (centres undefined)	-27.0%	-1.1%	?	9.0%	0.6%	-14.7%	-26.9%	-7.8%	29.7
O=C(CCNS(=O)(=O)c1ccc(Cl)cc1)NCc1ccccn1	-15.4%	-0.9%	i	-7.8%	6.8%	-7.0%	-21.0%	-16.5%	0.8
Cc1cnc(C)c(N2CCN(Cc3nc(-c4ccc(C)o4)oc3C)CC2)n1	-4.0%	-2.2%	i	1.8%	?	23.1%	?	0.1%	21.1
CSCC[C@H](NC(=O)Nc1ccc(S(N)(=O)=O)cc1)C(=O)O	-11.5%	5.4%	i	1.0%	-4.2%	-7.5%	10.0%	5.4%	2.7
Cc1ccc(NS(=O)(=O)c2cc(C(=O)N3CCN(C)CC3)ccc2C)cc1C	3.1%	28.0%	i	5.4%	3.9%	-5.0%	24.4%	1.2%	-4.8

Source: PubChem

Rows are unselected (roughly 11% active in at least one column).
